# ALOX12 inh: inhibitors of human 12S-lipoxygenase ALOX12 | Potency, µM (top dose mostly 108 µM), for the others: at the top dose activity change, negative = inhibition, actives largely listed as inhibitors | purified 12hLO, xylenol orange hydroperoxide absorbance | P18054 | 580,000 compounds, 1.1% hits | AID 1671190; further: on the % scale 0 is the no-effect control and ±100 the full control effect
#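 Purified human 12hLO (150 nM final) in 25 mM Hepes, 0.01% Triton X-100, pH 7.0 was preincubated 15 min at room temperature with compound. Then 40 uM arachidonic acid was added, 30 min. Hydroperoxide was read by Fe-XO absorbance ratio 573/405 nm.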
# GLS inhibitor: glutaminase GLS (human) inhibition; O94925; GLS enzymatic activity, qHTS titration; Potency, µM (doses to about 45.5 µM), for inactives: at the top dose activity change, negative = inhibition, usual class: inhibitors; 410,000 compounds, 0.21% hits; further: on the % scale 0 is the no-effect control and ±100 the full control effect
#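 hKGA in 45 mM KH2PO4 pH 8.2, 0.02% Tween-20 with pin-transferred compounds; 1 mM L-glutamine (stock) plus glutamate oxidase/HRP/Amplex Red coupling added. Fluorescence read initially and after 30 min at RT.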
# rTrxR1 inhibitor: blocks rat thioredoxin reductase 1; 390,000 compounds, 1% hits; O89049; recombinant rTrxR1, NADPH fluorescence consumption, selenite substrate; AID 588453; Potency, µM (highest dose often 114 µM), inactives show at the top dose activity change, negative = inhibition, usual class: inhibitors; further: on the % scale 0 is the no-effect control and ±100 the full control effect; nearly all actives have a fitted effect of over 65% in size
# Target sequence (O89049 whole entry, looked up): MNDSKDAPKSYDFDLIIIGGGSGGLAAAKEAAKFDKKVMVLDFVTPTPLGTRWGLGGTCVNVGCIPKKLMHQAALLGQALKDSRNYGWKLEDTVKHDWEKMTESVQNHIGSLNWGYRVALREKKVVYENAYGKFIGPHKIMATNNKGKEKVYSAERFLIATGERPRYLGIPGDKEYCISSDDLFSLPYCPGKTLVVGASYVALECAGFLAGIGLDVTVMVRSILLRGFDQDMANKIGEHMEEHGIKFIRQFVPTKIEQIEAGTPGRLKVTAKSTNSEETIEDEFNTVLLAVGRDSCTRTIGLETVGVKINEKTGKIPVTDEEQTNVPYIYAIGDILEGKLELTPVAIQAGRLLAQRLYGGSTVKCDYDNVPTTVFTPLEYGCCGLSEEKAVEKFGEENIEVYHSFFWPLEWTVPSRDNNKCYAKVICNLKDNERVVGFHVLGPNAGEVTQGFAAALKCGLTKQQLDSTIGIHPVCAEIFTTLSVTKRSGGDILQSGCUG
#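 Rat TrxR1 (90 nM in the dispensed reagent) was pre-reduced with 400 uM NADPH for 5 min at room temperature, then incubated with compound for 15 min. After 400 uM selenite was added, NADPH fluorescence (Ex 340/Em 450 nm) was followed for 8 min.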
# RGS4 inhibitor: blocks human RGS4-accelerated GTP hydrolysis; 390,000 compounds, 0.039% hits; Transcreener GDP fluorescence polarization, RGS4-accelerated GTP hydrolysis; AID 504845; Potency, µM (doses to about 114 µM), without a hit: top-dose activity change, negative = inhibition, usual class: inhibitors; further: on the % scale 0 is the no-effect control and ±100 the full control effect; nearly all actives have a fitted effect of over 75% in size; some results filed as inactive show a strong effect at the top dose
#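 MLSMR compounds (23 nl, pin-transferred) preincubated 10 min at room temperature with a 500nM (2x) first reagent, then RGS4 at 900nM (2x) plus Transcreener GDP mix added; fluorescence polarization (620/688 nm) read before and after 90 min at 30 °C.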
# Tb PGK inh: T. brucei PGK inhibition; P07378; PGK/GAPDH coupled, Kinase-Glo luminescence, 60 min; Potency, µM (series often up to 57.5 µM), inactives show top-dose activity change, negative = inhibition, hits mostly inhibitors; 380,000 compounds, 0.043% hits; AID 602233; further: on the % scale 0 is the no-effect control and ±100 the full control effect; nearly all actives have a fitted effect of over 60% in size
#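 Recombinant glycosomal PGK reaction used 1,3-bisphosphoglycerate generated in-well by GAPDH (100nM final) in 100mM TEA pH 7.6, 5mM MgCl2, 0.01% Tween-20. After 60 minutes at room temperature, ATP was read by Kinase-Glo Plus luminescence end-point.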
# JMJD2A Tudor: inhibitors of human JMJD2A Tudor domain; O75164; AlphaScreen JMJD2A-Tudor / H3K4me3 peptide binding; Potency, µM (series often up to 114 µM), for inactives: top-dose activity change, negative = inhibition, usual class: inhibitors; 390,000 compounds, 4.4% hits; AID 504339; further: on the % scale 0 is the no-effect control and ±100 the full control effect; nearly all actives have a fitted effect of over 50% in size
# ERG-DNA inh: inhibitors of human ERG Ets domain-DNA interaction; P11308; fluorescence polarization, His-ERG Ets domain / labelled DNA; Potency, µM (top dose mostly 76.9 µM), for inactives: top-dose FP activity, negative = inhibition, hits mostly inhibitors; 370,000 compounds, 0.028% hits; AID 624246; active means well fitted inhibition curve with a large enough effect in the polarisation, with a control signal flat; inconclusive means small, poorly fitted or top-dose-only effect, or effect the other way, or a change in a side signal; inactive means no such curve, though single readings can be large or run the other way; the % refers to the polarisation;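 further: polarization taken with two DNA probes labelled with fluorescein and Texas red; % of control where 0% means no effect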
# Target sequence (P11308 whole entry, looked up, the tested form may be a part): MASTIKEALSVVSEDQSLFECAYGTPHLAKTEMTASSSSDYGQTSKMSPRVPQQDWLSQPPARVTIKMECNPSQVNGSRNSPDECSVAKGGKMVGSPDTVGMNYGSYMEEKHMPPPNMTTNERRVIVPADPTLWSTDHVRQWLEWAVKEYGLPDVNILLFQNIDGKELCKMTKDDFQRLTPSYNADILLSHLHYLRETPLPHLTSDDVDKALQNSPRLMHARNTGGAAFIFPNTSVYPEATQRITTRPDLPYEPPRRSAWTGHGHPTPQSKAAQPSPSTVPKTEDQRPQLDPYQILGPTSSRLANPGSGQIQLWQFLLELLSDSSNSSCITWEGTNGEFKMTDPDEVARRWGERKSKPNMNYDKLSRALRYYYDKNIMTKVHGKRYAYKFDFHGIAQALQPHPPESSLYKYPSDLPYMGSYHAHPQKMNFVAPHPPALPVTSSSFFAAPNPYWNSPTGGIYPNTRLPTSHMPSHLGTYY
#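 His-tagged ERG Ets domain (1 uM in the protein solution; 300mM KCl, 50mM Tris-HCl, 1mM EDTA, 1mM DTT, pH 7.5) received compound, then a probe mix of 5 nM fluorescein-DNA and 100nM Texas-615-DNA. Fluorescence polarization was read for both dyes.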
# HP1b chromo inh: HP1-beta chromodomain-methylated histone interaction inhibition; P83916; AlphaScreen HP1-beta / biotin-H3K9me3 peptide binding; Potency, µM (titrated, usually from 114 µM), inactives show at the highest dose activity change, negative = inhibition, hits mostly inhibitors; 390,000 compounds, 0.56% hits; AID 540317; further: nearly all actives have a fitted effect of over 70% in size; inactives centre near 23
#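 AlphaScreen: HP1-beta (50 nM) preformed 30 min with biotin-H3(1-18)K9me3 peptide (50 nM) in PBS pH 7.4, 0.01% Tween-20. Compound added for 30 min at RT, then streptavidin donor/nickel chelate acceptor beads (10 ug/mL) for 30 min.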
# Pin1 inhibitor: inhibitors of human Pin1. Pin1 FP peptide displacement, HiFluor488, 10 min. Potency, µM (titrated, usually from 115 µM), without a hit: at the highest dose activity, negative = inhibition, actives largely listed as inhibitors. 390,000 compounds, 0.009% hits. AID 504891; active means well fitted inhibition curve with a large enough effect in the polarisation, with a control signal flat, not every such curve was filed as active; inconclusive means small, poorly fitted or top-dose-only effect, or effect the other way, or a change in a side signal; inactive means no such curve, though single readings can be large or run the other way; the % refers to the polarisation; further: on the % scale 0 is the no-effect control and ±100 the full control effect
# An asterisk follows results filed as active; i = inactive; ? = inconclusive; / = no result given; [ ] = remark or other dose. Unless noted, the call rests on the fitted dose curve; in most records, active means well fitted curve in the direction sought with a large enough effect; inconclusive means small, poorly fitted or top-dose-only effect, or another doubt; inactive means no such curve, though single readings can be large; an effect the other way counts as inactive or inconclusive. Potency means the concentration at half of the fitted maximal effect.
SMILES,ALOX12 inh,GLS inhibitor,rTrxR1 inhibitor,RGS4 inhibitor,Tb PGK inh,JMJD2A Tudor,ERG-DNA inh,HP1b chromo inh,Pin1 inhibitor
CCCCOc1ccc(C(=O)NCC(=O)OCC(=O)N2CCN(S(=O)(=O)c3ccc(C)cc3C)CC2)cc1,-10.0%,5.1%,-17.1%,-4.5%,12.1%,-24.1%,/,4.3%,13.7%
N/C(CN1CCCC1=O)=N\OC(=O)c1ccc(Cl)cc1,-4.7%,7.6%,12.0%[57.1 µM],-6.6%,-0.7%,0.7%,4.9%,25.9%,-0.4%
NC(=O)N/N=C/c1ccc(-n2nncc2-c2ccc(Cl)cc2)cc1,-11.4%,-15.2%,30.9%[57.1 µM],16.5%,-8.8%,-14.1%,-5.7%,-5.2%,-1.6%
Cn1c(SCc2nc(-c3ccc(Cl)cc3)no2)nnc1-c1ccccc1,2.4%,1.8%,24.2%,-12.5%,-4.7%,-4.5%,1.7%,31.3%[activator],2.4%
O=C(O)CCCn1c(=O)c2cccn2c2ccc(F)cc21,0.0%,1.8%,-1.3%,9.1%,-8.4%,-5.8%,1.8%,33.0%,-2.1%
CCCCn1c(N)nc2ccccc21,6.4%,13.6%,15.9%,11.9%,/,-16.0%,/,29.7%,-13.3%
CCOc1ccc(CN(C)c2ccc(S(=O)(=O)N3CCN(C)CC3)cc2[N+](=O)[O-])cc1OC,/,-20.7%,2.8%,5.7%,2.0%,?,/,-15.6%,0.8%
C=CCn1c(/N=C/c2ccc(N(C)C)cc2)nc2ccccc21,17.5%,-2.2%,-4.5%,4.2%,/,?,2.8%,-10.1%,?
Nc1nonc1-n1nnc(C(=O)N/N=C/c2cccc(Cl)c2)c1-c1cccs1,-0.5%,-6.6%,3.3%,19.5%,-0.7%,-20.3%,-4.0%,20.8%,-1.2%
COc1ccc2nc(N3C(=O)C(O)=C(C(=O)c4ccco4)C3c3ccco3)sc2c1 (stereo not given),?,-2.6%,-12.9%,-5.6%,-6.4%,0.794µM*,2.6%,-18.5%[57 µM],?
COc1cccc(OCC(=O)NNC(=O)c2cccs2)c1,26.2%,23.4%,-5.9%,2.1%,4.4%,-9.9%,2.8%,35.7%[activator],-0.4%
CC(=O)c1cccc(NC(=O)c2noc3c2CCCC3)c1,-5.6%,-6.6%,8.0%,-22.3%,-0.7%,-8.2%,5.5%,39.8%[activator],-2.2%
O=C(CCNC(=O)c1ccc(Br)cc1)Nc1cccc(S(=O)(=O)N2CCCCC2)c1,-25.6%,0.8%,-5.2%,-29.2%,i,-20.7%,/,6.7%,14.2%
CC(NC(=O)c1ccc(Br)cc1)C(=O)NC1=NCCS1 (stereo not given),?,-0.8%,-4.2%,3.2%,-10.2%,4.2%,-19.3%,27.6%,1.4%
O=c1ccc(S(=O)(=O)N2CCC(Cc3ccccc3)CC2)c[nH]1,-4.0%,-11.9%,2.8%,0.8%,-6.9%,0.0%,5.1%,59.2%[activator],6.6%
O=C(/C=C/c1ccc(S(=O)(=O)N2CCOCC2)cc1)NCc1ccc(Cl)cc1,-9.8%,0.4%,10.4%[57.1 µM],-11.4%,-0.2%,-5.9%,0.2%,42.6%[activator],21.6%
CC1(C)O[C@@H]2[C@H](O1)[C@@H](CO)O[C@H]2n1cnc2c(=O)[nH]cnc21,-5.2%,-4.4%,36.5%,9.9%,-1.3%,-7.1%,17.7%,23.7%,-0.4%
CCCN1C(=O)COc2ccc(-c3n[nH]c(=O)c4ccccc34)cc21,-13.2%,2.9%,17.0%,4.3%,i,-18.9%,8.2%,14.5%,-5.4%
Cc1ccc2nc(-c3ccc(NC(=O)COC(=O)c4ccco4)cc3)sc2c1,-17.3%,3.1%,7.2%,24.6%,5.0%,-11.6%,-3.3%,31.7%,1.7%
C=CCN1C(=O)C2(C(C(=O)c3ccc(C)o3)=C(O)C(=O)N2CCCN2CCOCC2)c2ccccc21 (stereo not given),-8.8%,-4.0%,?,-30.5%,-7.7%,-8.4%,-11.5%,62.7%[activator],-15.2%
CCCCc1nc(N)c(C#N)c(-c2ccco2)c1CCC,-26.9%,14.8%,-10.9%,11.3%,-4.9%,-3.7%,/,9.3%,12.4%
NC(=O)C1CCN(CC(=O)Nc2ccccc2C(=O)NC2CC2)CC1,258.9%[activator],1.0%,22.4%,-11.8%,1.5%,-12.0%,7.8%,30.7%,-1.7%
Cc1cccc(-n2ccnc2SCC(=O)Nc2cccc3ccccc23)c1C,-0.7%,-10.1%,12.3%[57.1 µM],4.0%,i,?,0.1%,?,2.9%
O=C(NC(=S)NCC1CCCO1)c1ccco1 (stereo not given),?,14.5%,14.6%[57.1 µM],-4.0%,7.1%,-13.1%,-1.5%,10.2%,0.1%
COc1ccc(/C(O)=C2\C(=O)C(=O)N(Cc3ccco3)C2c2ccc(OC)cc2OC)cc1 (stereo not given),14.1µM*,3.7%,-0.3%[57.1 µM],25.2%,i,20µM*,3.6%,10.6%,?
# (cont.)
SMILES,ALOX12 inh,GLS inhibitor,rTrxR1 inhibitor,RGS4 inhibitor,Tb PGK inh,JMJD2A Tudor,ERG-DNA inh,HP1b chromo inh,Pin1 inhibitor
CCOc1cc(C2C(C(=O)c3ccco3)=C(O)C(=O)N2CCc2ccccc2)ccc1O (stereo not given),-28.1%,18.1%,-12.7%,-5.6%,-8.5%,?,3.8%,40.6%[activator],-11.3%
Fc1ccc2c(Cl)c(-c3nnc(-c4cccs4)o3)sc2c1,0.0%,-8.6%,-10.9%,-32.9%,-8.5%,1.6%,-2.6%,46.9%[activator],5.2%
COc1ccc(CC(=O)NCC(C)(C)N2CCOCC2)cc1,-16.8%,5.3%,15.0%[57.1 µM],14.0%,5.2%,-10.2%,-10.1%,19.4%,1.2%
Cc1ccc(C(C)C)cc1OCC(=O)NNC(=O)Nc1ccccc1,6.9%,-1.8%,11.5%,9.3%,-6.8%,-10.6%,10.4%,47.8%[activator],-6.6%
COc1ccc(C2CC(=O)C(C=NCCO)=C(O)C2)cc1OC (stereo not given),-11.3%,0.2%,-3.6%,-0.2%[11.4 µM],2.1%,-13.0%[11.4 µM],-2.9%,9.6%,1.4%
CCOCCc1nnc(NC(=O)CSc2ccccc2)s1,21.8%,7.9%,3.3%,-20.9%,4.6%,?,1.2%,-6.8%,22.1%
O=S(=O)(c1c(Cl)cc(Br)cc1Cl)N1CCN(C(=S)NC2CC2)CC1,-9.9%,8.8%,2.6%,-28.9%,0.1%,-20.7%,-3.0%,29.4%,2.0%
COc1ccc(CNc2nc(NCc3ccc(OC)cc3)n(C(C)=O)n2)cc1,0.0%,-8.4%,26.2%,-2.4%,i,-15.4%,5.9%,10.7%,-8.0%
c1ccc(CCn2cccc2)nc1,-2.3%,8.7%,3.8%,23.3%,0.2%,-24.7%,-0.1%,1.0%,0.7%
C#CCN(C(=O)c1cc(COc2ccc(C)c(C)c2)on1)C1CCCCC1,1.9%,12.2%,-6.1%,-27.7%,-3.6%,49.3%[activator],-4.7%,78.7%[activator],10.9%
COc1ccc(CCN(C)C(=O)CSc2nnnn2C)cc1OC,0.7%,-2.0%,9.9%,-11.6%,-7.8%,-10.2%,-1.5%,28.8%,-7.0%
CCCCN1C(=N)N([C@@H](C)CN2CCC[C@H]2CN2C(N)=NC[C@H]2CC(C)C)C[C@H]1[C@H](C)CC,14.9%,11.9%,-1.5%,33.2%,5.8%,?,0.6%,-5.0%,0.0%
Cc1ccc(Oc2ncccc2C(=O)NC2CCSC2=O)cc1 (stereo not given),0.5%,0.4%,18.6%[57.1 µM],-38.5%,i,2.7%[57.1 µM],-15.0%,35.7%[activator],-0.7%
COc1ccc(C2(c3ccc(OC)cc3)NC(=O)N(CC(=O)NC3CCS(=O)(=O)C3)C2=O)cc1 (stereo not given),-9.4%,-3.5%,32.3%,-18.2%,-7.1%,7.7%,-6.8%,55.8%[activator],-2.6%
CC(C)NC(=O)c1ccc2c(c1)N(CC(=O)N1CCOCC1)C(=O)C(C)(C)O2,4.0%,-7.4%,8.7%,-1.9%,-4.5%,-23.4%,-4.9%,14.8%,-10.5%
Cn1nc(C(=O)Nc2cccc(S(N)(=O)=O)c2)c2ccccc2c1=O,-3.4%,-6.5%,17.2%,3.1%,-4.2%,-11.6%,4.9%,2.4%,-5.6%
CCC(=O)NC1OC(CO)C(O)C(O)C1O (stereo not given),191.0%[activator],0.1%,-6.2%[57.1 µM],-41.6%,5.2%,-5.1%,-2.1%,33.6%,-4.4%
CCN(CC)CCn1c(=S)[nH]c2cc(Cl)ccc2c1=O,?,35.0%[activator],-10.1%,-1.5%,-2.8%,-21.2%,3.3%,24.4%,-3.8%
CC(=O)c1ccc(NC(=O)C2CCCN(S(=O)(=O)c3cccc4nonc34)C2)cc1 (stereo not given),/,2.9%,-0.2%[57.1 µM],9.1%,-7.8%,-31.0%,-2.4%,-8.4%,?
Cc1ccc(S(=O)(=O)CCN2CCN(c3ccccc3)CC2)cc1,3.5%,-3.4%,8.7%,-19.5%,-0.6%,1.3%,-6.6%,13.4%,6.2%
Cn1c(CNC(=O)c2ccco2)nnc1SCC(=O)Nc1ccc(Br)cc1F,-12.5%,-9.0%,-8.1%,-22.6%,-1.7%,-6.2%,/,30.2%,0.8%
Fc1ccccc1NC(=S)NCc1ccccc1,-15.4%,-3.6%,-24.0%,-38.9%,i,-4.8%,16.8%,42.6%,-0.5%

# Not all compounds are listed. The share of hits here may be higher or lower than overall.
